High-throughput results (PubChem BioAssay)
E coli growth: E. coli V3065 growth inhibition, primary screen, counter-screen for AddAB inhibitor project, absorbance, OD600. AID 449728, 2010. 18 h. hit rate 0.27% among 330,000. inhibition, % at 11.9 µM;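 active means inhibition above the campaign's mean inhibition across all tested compounds plus 3 SD, cut at about 9.9% in these data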;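 further: uninfected addAB+ strain grown without phage in ampicillin broth; 0% = DMSO wells and 100% = ciprofloxacin 0.95 µg/ml wells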
Mot1-301 SUMO: yeast Mot1-301 growth rescue at high temperature, primary screen, SUMOylation pathway inhibitor project, S. cerevisiae, ATP luminescence, 38.5C; S. cerevisiae Mot1-301 growth rescue; percent above DMSO median, 100 means doubled; growth rescue, % at 18.8 µM; hit rate 1% among 320,000; AID 2716, 2010;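 active means every valid replicate shows activation above 250% relative to neutral control wells; inactive means the rest, any valid replicate at or below 250%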;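 further: OY570 slx delta 5 strain wells were the positive control but not used for scaling; some compounds called inactive have numbers as strong as hits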
PKA-R1A act: activators of PKA-R1A holoenzyme, primary screen, biochemical, fluorescence polarization, Cy5-IP20, bovine R1A, mouse PKAc; PKA-R1A dissociation; scaled: DMSO 0%, 113 µM cGMP 100%; activation, % at 11.4 µM; hit rate 0.083% among 340,000;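 active means percent activation above the mean of all tested compounds plus 3 SD, cut at about 19% in these data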;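 further: higher means more PKAc released from R1A so a rise in polarization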
OPRM1-OPRD1 inv: inverse agonists of MOR-DOR heterodimerization, primary screen, cell-based, luminescence; Mu-type opioid receptor (Homo sapiens) + Delta-type opioid receptor (Homo sapiens), …; cell-based MOR-DOR heterodimer luminescence, inverse agonism; inhibition, % at 9.3 µM; hit rate 0.21% among 340,000; AID 504357, 2011; in the data active means inhibition above about 22%, passing the limit was not always enough;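 further: 0% = cells with DMSO and 100% = wells without cells with DMSO; values of inactives mirror those of a sister screen read the other way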
Target sequence (P35372 whole entry, looked up): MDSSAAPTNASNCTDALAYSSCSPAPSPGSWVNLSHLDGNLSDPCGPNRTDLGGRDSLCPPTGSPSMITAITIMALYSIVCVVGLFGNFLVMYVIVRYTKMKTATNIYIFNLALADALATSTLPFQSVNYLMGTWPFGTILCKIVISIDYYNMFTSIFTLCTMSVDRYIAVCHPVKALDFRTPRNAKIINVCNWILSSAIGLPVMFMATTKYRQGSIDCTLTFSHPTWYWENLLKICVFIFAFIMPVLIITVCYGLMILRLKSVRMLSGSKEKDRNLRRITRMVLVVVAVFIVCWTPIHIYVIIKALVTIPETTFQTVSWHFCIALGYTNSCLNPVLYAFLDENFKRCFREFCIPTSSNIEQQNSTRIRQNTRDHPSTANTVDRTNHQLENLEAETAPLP
Target sequence (P41143 whole entry, looked up): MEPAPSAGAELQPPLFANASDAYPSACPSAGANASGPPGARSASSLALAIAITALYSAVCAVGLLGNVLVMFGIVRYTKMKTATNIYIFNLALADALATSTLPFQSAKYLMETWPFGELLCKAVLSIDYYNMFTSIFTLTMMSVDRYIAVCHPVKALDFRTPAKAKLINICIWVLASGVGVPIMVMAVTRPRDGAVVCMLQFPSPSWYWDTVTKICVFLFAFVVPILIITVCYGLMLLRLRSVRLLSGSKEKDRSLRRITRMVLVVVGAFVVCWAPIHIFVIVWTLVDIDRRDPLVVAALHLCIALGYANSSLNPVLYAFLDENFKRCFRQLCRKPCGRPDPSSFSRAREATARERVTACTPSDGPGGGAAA
OPRM1-OPRD1 ag: agonists of OPRM1-OPRD1 heterodimerization, primary screen, cell-based, luminescence | Mu-type opioid receptor (Homo sapiens) + Delta-type opioid receptor (Homo sapiens), … | cells | activation, % at 9.3 µM | hit rate 0.3% among 340,000 | AID 504326, 2011; in the data active means activation above about 18%;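 further: 0% = vehicle-treated cells and 100% = reference agonist; values of inactives mirror those of a sister screen read the other way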
Pemphigus Ab inh: inhibitors of pemphigus antibody binding to DSG3, primary screen, biochemical, bead-based, flow cytometry, scFv-GFP | Desmoglein-3 (Homo sapiens), P32926 | binding (percent of control), % at 10 µM | hit rate 0.48% among 310,000 | DSG3-coupled beads, scFv-anti-DSG3-GFP binding; active compounds read low;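 active means binding more than 3 SD below its plate's average and above zero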;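 further: hits lower antibody fragment binding to DSG3; some compounds called inactive have numbers as strong as hits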
PfHsp90 yeast 2: growth inhibition of PfHsp90-expressing yeast, primary screen, antimalarial PfHsp90 inhibitor project, S. cerevisiae, BacTiter-Glo luminescence, single point, set 2. BacTiter-Glo ATP, 48 h; yeast lacking PDR1 and PDR3 efflux regulators. inhibition, % at 9.4 µM. hit rate 0.32% among 310,000;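 active means every replicate shows inhibition above about 80%, whatever the replicate mean, limit read from the data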;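 further: 0% = DMSO neutral controls and 100% = 20 µM radicicol positive controls; yeast relying on Plasmodium falciparum Hsp90 in place of its own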
phage Ecoli inh: growth loss of phage-infected E. coli, primary screen, RecBCD inhibitor project, absorbance, with phage, HTS. hit rate 0.26% among 360,000. AID 651602, 2012. inhibition, % at 11.9 µM; in the data active means inhibition above about 11%
Arrestin-AP2 inh: inhibitors of beta-arrestin/AP2 binding, primary screen, biochemical, GPCR trafficking, flow cytometry; FITC-arrestin peptide / GST-AP2 beads; AP2 beta2 appendage carries R879A mutation; inhibition, % at 10 µM; hit rate 0.31% among 340,000;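 active means inhibition above a set limit, near 3 SD of compounds lacking own fluorescence, cut at about 54% in these data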;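 further: plate controls were DMSO wells for no effect and 5 µM unlabelled arrestin peptide for full effect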
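System: GST-AP2 R879A glutathione beads; medium: PBS, Tween 20 0.05%, BSA 0.1%; reagent: fluorescein-tagged arrestin peptide at 50 nM final; schedule: pre-incubation 12 min, peptide binding 1 h, room temperature; detection: flow cytometry, FL1 (488/535 nm); read-out: inhibition as reduced fluorescein signal on beads, percent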
Tat export inh: E. coli Tat export inhibitors, primary screen, MC4100, TorA-mCherry reporter, fluorescence, single point; inhibition, % at 10 µM; hit rate 0.036% among 340,000;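 active means mean replicate inhibition at least 50% and at least half of replicates individually reaching 50%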;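 further: exported cargo escapes ClpAP degradation while cytoplasmic cargo is degraded and loses fluorescence; 0% = median of neutral control wells and 100% = median of NaSCN control wells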
AddAB inh: growth inhibition of E. coli expressing H. pylori AddAB, primary screen, AddAB inhibitor project, absorbance; inhibition, % at 11.9 µM; hit rate 0.29% among 330,000; AID 435030, 2010; in the data active means inhibition above about 12%;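 further: 0% = vehicle wells of infected cells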
* marks the source's active call; other numbers are inactive results; i = inactive; . = not tested or not shown.

SMILES | E coli growth | Mot1-301 SUMO | PKA-R1A act | OPRM1-OPRD1 inv | OPRM1-OPRD1 ag | Pemphigus Ab inh | PfHsp90 yeast 2 | phage Ecoli inh | Arrestin-AP2 inh | Tat export inh | AddAB inh
COc1ccc(OC)c(S(=O)(=O)N2CCCc3ccccc32)c1 | -0.2 | -9 | -13 | 12 | -2.1 | 108 | 3 | 1.9 | 5 | 1 | -1.2
Cn1c(/C(C#N)=C(\O)c2cc(Cl)sc2Cl)nc2ccccc21 | -1.7 | -24 | -8 | 11 | -2.2 | 132 | 2 | -0.3 | -8 | -1 | 0.9
CCc1nc(C(N)=O)c2[nH]c(=O)n(-c3ccccc3F)c2n1 | 0.0 | 26 | 2 | 5 | -1.1 | 86 | 17 | 2.1 | 0 | -5 | 2.0
COC(=O)C(c1ccccc1)C1(O)CC(C)N(C)CC1C (stereo unspecified) | 1.7 | 18 | -16 | 11 | -2.1 | 114 | -4 | 0.8 | 14 | -5 | 1.3
O=C(/C=C/c1cccc([N+](=O)[O-])c1)NCCSCc1ccc(Cl)cc1 | 1.2 | 16 | 0 | 3 | -0.6 | . | 8 | 4.0 | 3 | 0 | 3.9
CCOc1ccccc1N1CCN(S(=O)(=O)c2ccc3c4c(cccc24)C(=O)N3)CC1 | -1.0 | 35 | -18 | -8 | 1.2 | 105 | -32 | 3.1 | 0 | 8 | -0.6
COc1ccc(C2NC(c3ccc(OC)c(OC)c3OC)C(C)C(=O)C2C)c(OC)c1OC (stereo unspecified) | -2.2 | -14 | -2 | 4 | -0.7 | 92 | -13 | 1.1 | 7 | 0 | -2.2
CCn1c(CSc2nc(C)cs2)nc2cc(S(=O)(=O)N(C)C)ccc21 | -1.6 | -1 | 2 | 14 | -2.2 | . | -7 | 2.0 | 9 | -7 | 0.2
CCOCCCn1c(=S)[nH]c2cc(C(=O)N3CCN(C)CC3)ccc2c1=O | -0.7 | -4 | 5 | 2 | -0.5 | 102 | -6 | 2.5 | -5 | -2 | -0.3
CCC(C)NC(=O)C1CCCN(S(=O)(=O)c2ccc3c(c2)CC(C)N3C(=O)C2CC2)C1 (stereo unspecified) | -1.8 | -17 | -13 | 7 | -1.2 | 93 | 9 | -1.0 | 10 | 24 | -1.0
Cc1c(C)c2c(OCC(=O)N[C@@H](C)C(=O)O)cc3c(c2oc1=O)CCC(C)(C)O3 | -0.1 | 5 | 0 | 26 | -5.4 | 106 | -8 | -1.0 | 2 | -7 | 1.9
O=C(NC(NC(=S)Nc1ccccc1O)C(Cl)(Cl)Cl)c1ccco1 (stereo unspecified) | 3.8 | 28 | -2 | 16 | -3.4 | 108 | -12 | 5.6 | 1 | -14 | 9.0
CCCN1CCN(CCCNC(=O)Cn2nc(C)n3c(cc4cc(OC)ccc43)c2=O)CC1 | 1.2 | 24 | -4 | 10 | -1.9 | 101 | 30 | -0.2 | -11 | 1 | 4.2
Cc1ccc(N2CCN(c3ccc(C)cc3)C2c2cccnc2)cc1 | -0.4 | 5 | 7 | -39 | 7.0 | 84 | 0 | 1.9 | 39 | -6 | 1.4
CCCCC(CC)C(=O)Nc1cc(C(=O)NCCC)ccc1N1CCC2(CC1)CC(c1ccccc1)=NO2 (stereo unspecified) | -1.3 | 125 | 1 | 6 | -1.1 | 98 | 8 | 5.7 | 29 | 3 | -1.0
CC(c1ccccn1)N(C)C(=O)c1ccc2nc(Cc3ccccc3F)oc2c1 (stereo unspecified) | -0.8 | -11 | 3 | 3 | -0.7 | 113 | -40 | 1.7 | -1 | 2 | -0.4
CCN1C(=O)[C@H]2[C@H]3CN=C(SCc4ccc(C(=O)OC)cc4)N3[C@@](Cc3ccccc3)(C(=O)OC)[C@H]2C1=O | 1.2 | . | -2 | 6 | -1.1 | 93 | 13 | 3.2 | -7 | 3 | -1.7
CN(C)c1ccc(C2N3CC4(C)CN2CC(C)(C3)C4O)cc1 (stereo unspecified) | 1.9 | -10 | 2 | 1 | -0.2 | 102 | -1 | 3.1 | 6 | -2 | -3.2
COc1ccc(C(=O)Nc2nnc(-c3ccccc3)o2)cc1OC | -5.6 | 7 | 9 | 14 | -3.4 | 101 | -16 | -2.2 | 4 | 7 | -3.2
Cc1cccc(Cl)c1NC(=O)N1CCN(c2ccnc3cc(Cl)ccc23)CC1 | 0.7 | 16 | -5 | 14 | -2.8 | 110 | -4 | 2.9 | -17 | -16 | 2.0
C=CCn1c2ccccc2c2nnc(SCC(=O)OCN3C(=O)c4ccccc4C3=O)nc21 | 3.9 | -23 | -8 | -3 | 0.6 | 99 | 3 | -0.1 | 5 | 10 | 1.0
COc1ccccc1N1CCN(C2CCCN(C(=O)CC(F)(F)F)C2)CC1 (stereo unspecified) | 0.9 | 3 | -4 | 3 | -0.7 | 108 | -15 | 1.0 | 1 | -9 | 0.0
CCN(c1ccccc1)S(=O)(=O)c1ccc(C(=O)NC2CCN(Cc3ccccc3)CC2)cc1 | 1.9 | -5 | 4 | -9 | 2.0 | 96 | 15 | . | 10 | 1 | -0.1
CC1=C(C)CC(C(=O)Nc2nc(C)cs2)C(C(=O)O)C1 (stereo unspecified) | -1.9 | 55 | 1 | -6 | 1.1 | 104 | -1 | 1.1 | -1 | 2 | 1.5
COc1ccc(N2CC(C(=O)Nc3nnc(Cc4ccccc4)s3)CC2=O)cc1 (stereo unspecified) | -3.0 | 9 | -7 | -6 | 0.8 | 101 | 20 | 1.1 | 26 | 6 | 1.3
Cc1ccc(C2C(C(=O)c3cccs3)=C(O)C(=O)N2c2nnc(C)s2)cc1 (stereo unspecified) | -0.8 | -6 | 3 | 6 | -1.2 | 172 | 5 | 1.1 | -33 | 8 | -2.0
CC(C)c1ccc(CNCCCSc2ncccn2)cc1 | 1.6 | 2 | -7 | 4 | -0.9 | 104 | 4 | 3.2 | 1 | 9 | 1.5
C/C(=N\NC(=O)c1n[nH]c2c1CCC2)c1ccco1 | -1.5 | -1 | . | . | . | 93 | -15 | 0.5 | -2 | 2 | 5.3
CCOC(=O)c1sc2nc(CC(=O)OC)nc(N(C)CCc3ccccn3)c2c1C | -0.9 | -10 | . | . | . | 97 | -10 | 2.3 | 9 | -6 | 0.3
CCOc1cc(/C=N/NC(=O)c2cccc(S(=O)(=O)N3CCOCC3)c2)ccc1OCC(=O)N(C)C | 0.3 | . | -7 | 7 | -1.1 | 98 | -12 | 4.1 | -5 | -1 | 0.9
COC(=O)C1CCN(c2cnccn2)CC1 | 1.6 | 12 | -2 | 13 | -2.5 | 128 | . | 1.8 | 1 | -2 | 1.2
CCOC(=O)c1ccc(NC(C)=O)c([N+](=O)[O-])c1 | 2.8 | -2 | 4 | -5 | 1.0 | 109 | 0 | 2.4 | -1 | -14 | -0.3
CC(=O)Nc1ccc(NC(=O)C2CC(=O)N(C(C)C)C2)cc1 (stereo unspecified) | 0.5 | -20 | 2 | -23 | 4.7 | 103 | -11 | 0.9 | 0 | -1 | 5.2
N#Cc1c(C(F)(F)F)cc(-c2ccc(F)cc2)[nH]c1=O | -1.5 | 10 | -1 | 0 | 0.0 | 98 | 9 | 4.3 | 45 | -2 | 0.8
Cc1ccc(-n2c(-c3cc(-c4ccco4)[nH]n3)n[nH]c2=S)c(Br)c1 | -2.2 | 27 | -19 | 8 | -1.6 | . | -23 | 0.6 | -8 | -3 | 3.6
CC1(c2nnc(-c3ccc(F)cc3)o2)CC(c2c(Cl)cccc2Cl)=NO1 (stereo unspecified) | 0.4 | -4 | 2 | 1 | -0.2 | 103 | . | 0.9 | 7 | 1 | 4.1
CC(C)C(C(=O)Nc1nccs1)c1ccc(Cl)cc1 (stereo unspecified) | -1.4 | 247 | -13 | -26 | 5.3 | 99 | -57 | 4.4 | 24 | -1 | 0.5
O=C(O)c1ccc(Cl)c(S(=O)(=O)NC(Cc2c[nH]c3ccccc23)C(=O)O)c1 (stereo unspecified) | -3.6 | 9 | 1 | 9 | -1.8 | 102 | 4 | -1.6 | 3 | -2 | -1.6
CC(C)NC(=O)N1CC(c2ccccc2)C(c2ccc(Cl)cc2)=N1 (stereo unspecified) | -1.2 | i | 5 | -8 | 1.8 | 103 | 17 | 0.9 | 10 | 1 | 2.9
CCCc1cc(=O)[nH]c2nnc(SCC(=O)NCc3ccc4c(c3)OCO4)n12 | -0.2 | -4 | 1 | 7 | -1.4 | 100 | . | 1.6 | -2 | -12 | 0.7
Cc1ccc(Cn2c(=O)c3ccccc3n3c(SCC(=O)N4CCCCC4C)nnc23)cc1 (stereo unspecified) | -0.7 | 1 | 4 | 5 | -0.9 | . | -24 | 2.6 | 24 | -2 | -0.8
O=C(NNS(=O)(=O)c1ccccc1[N+](=O)[O-])c1ccc(F)cc1 | 4.0 | 1 | -13 | -3 | 0.6 | 98 | -54 | 2.4 | -2 | -1 | 2.9
CCOc1cc(NC(=S)NCc2ccco2)c(OCC)cc1NC(=O)CC(C)C | -2.4 | -8 | -5 | 14 | -2.6 | 113 | 1 | 2.5 | -6 | -5 | -0.7
COc1cc2c(cc1NC(=O)C1CCCO1)oc1ccccc12 (stereo unspecified) | 1.6 | 16 | 9 | -2 | 0.4 | 98 | 10 | 2.9 | -8 | -1 | 2.0
NC(=O)c1ccc(Oc2ccc(C(N)=O)cc2)cc1 | 1.1 | -5 | 0 | 1 | -0.3 | 100 | 14 | 0.8 | 3 | 5 | 0.8

Some of these compounds in order of count of non-hydrogen atoms, lowest first.
SMILES | E coli growth | Mot1-301 SUMO | PKA-R1A act | OPRM1-OPRD1 inv | OPRM1-OPRD1 ag | Pemphigus Ab inh | PfHsp90 yeast 2 | phage Ecoli inh | Arrestin-AP2 inh | Tat export inh | AddAB inh
NC(=O)c1ccc(Oc2ccc(C(N)=O)cc2)cc1 | 1.1 | -5 | 0 | 1 | -0.3 | 100 | 14 | 0.8 | 3 | 5 | 0.8
COc1cc2c(cc1NC(=O)C1CCCO1)oc1ccccc12 (stereo unspecified) | 1.6 | 16 | 9 | -2 | 0.4 | 98 | 10 | 2.9 | -8 | -1 | 2.0
Cc1ccc(Cn2c(=O)c3ccccc3n3c(SCC(=O)N4CCCCC4C)nnc23)cc1 (stereo unspecified) | -0.7 | 1 | 4 | 5 | -0.9 | . | -24 | 2.6 | 24 | -2 | -0.8
